Assay outcomes (PubChem BioAssay)
Rhodamine autofl = compound fluoresces in the rhodamine spectral region; max dye-equivalent concentration, M; AID 594; Rhodamine-region fluorescence, 547/598 nm, Tris buffer; active compounds read high; actives 0.05% (n = 59,000); in the data active = max dye-equivalent concentration above about 11 nM; inconclusive = between about 1.1 nM and that limit
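Intrinsic compound fluorescence, ex 547 / em 598 nm, CCD imager. Tris 100 mM pH 8.0; 15 min RT. Output = rhodamine dye-equivalent concentration at each compound concentration.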
Casp7 inh = caspase-7 (human) inhibition, allosteric or competitive; P55210; recombinant caspase-7, Ac-DEVD-AFC fluorescence rate; Potency, µM (top dose mostly 57.5 µM), for the others: at the top dose activity change, negative = inhibition, actives largely listed as inhibitors; actives 0.02% (n = 75,000); active = well fitted inhibition curve with a large enough effect in the main read-out, with a control signal flat, not every such curve was filed as active; inconclusive = small, poorly fitted or top-dose-only effect, or a change in a side signal; note: potency is the fitted concentration of half-maximal effect; % of control where 0% means no effect
Target sequence (P55210 24-198 limits assumed): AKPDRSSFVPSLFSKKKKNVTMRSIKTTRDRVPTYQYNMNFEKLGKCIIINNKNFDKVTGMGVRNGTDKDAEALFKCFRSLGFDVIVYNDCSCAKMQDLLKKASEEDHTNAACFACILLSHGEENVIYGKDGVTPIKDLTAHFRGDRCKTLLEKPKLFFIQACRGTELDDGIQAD
Target sequence (P55210 207-303 limits assumed): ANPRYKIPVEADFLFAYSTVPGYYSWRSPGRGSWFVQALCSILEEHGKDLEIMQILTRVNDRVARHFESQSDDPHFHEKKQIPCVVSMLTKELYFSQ
ALOX15 inhib = 15-hLO (ALOX15) enzyme inhibition | purified 15hLO-1, xylenol orange hydroperoxide absorbance | Potency, µM (top dose mostly 57.1 µM), for the others: at the top dose activity change, negative = inhibition, usual class: inhibitors | AID 887 | actives 1.4% (n = 74,000) | P16050; note: potency is the fitted concentration of half-maximal effect; % is set by controls: 0 for no effect and ±100 for the full control effect; nearly all actives have a fitted effect of over 55% in size
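Purified human 15hLO-1 (40 nM final) in 25 mM Hepes pH 7.5, 0.01% Triton X-100 was preincubated with compound 15 min at room temperature, then reacted 6 min with 50 uM arachidonic acid; hydroperoxide detected by Fe-XO, 573/405 nm absorbance ratio.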
Caspase-1 inhib = blocks human caspase-1 allosterically or competitively. P29466. Caspase-1 enzyme, Ac-WEHD-AFC fluorogenic rate. Potency, µM (doses to about 57.5 µM), for the others: top-dose activity change, negative = inhibition, usual class: inhibitors. actives 0.03% (n = 75,000);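 note: potency is the fitted concentration of half-maximal effect; plate controls were vehicle for no effect and no substrate for full effect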
Target sequence (P29466 120-297 limits assumed): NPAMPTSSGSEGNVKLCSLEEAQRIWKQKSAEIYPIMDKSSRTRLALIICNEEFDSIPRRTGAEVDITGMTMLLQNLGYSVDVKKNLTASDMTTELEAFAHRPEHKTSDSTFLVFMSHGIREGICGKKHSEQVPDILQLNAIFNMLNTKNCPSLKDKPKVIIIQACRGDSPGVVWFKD
Target sequence (P29466 317-404 limits assumed): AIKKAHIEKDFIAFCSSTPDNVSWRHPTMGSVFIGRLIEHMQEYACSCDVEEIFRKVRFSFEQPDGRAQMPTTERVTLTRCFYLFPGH
BRCT inh red = inhibitors of human BRCA1 BRCT-phosphoprotein interaction (red fluorophore); P38398; actives 0.03% (n = 75,000); BRCT-phosphopeptide binding, red fluorescence polarization; Potency, µM (titrated, usually from 76.9 µM), for the others: at the top dose activity change, negative = inhibition, hits mostly inhibitors; AID 892; note: % is set by controls: 0 for no effect and ±100 for the full control effect
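Fluorescence polarization: 100 nM His-tagged BRCA1 BRCT with 100 nM TAMRA-labelled phospho-BACH1 decapeptide, phosphate buffer pH 7.3 with 150 mM NaCl, DTT, 0.01% Tween 20; 12 min RT. Binding inhibition seen as FP decrease.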
BRCT inh green = BRCA1 BRCT-phosphoprotein interaction inhibition. P38398. BRCA1 BRCT-phosphopeptide binding, green fluorescence polarization. Potency, µM (highest dose often 76.9 µM), without a hit: top-dose activity change, negative = inhibition, hits mostly inhibitors. actives 0.05% (n = 75,000);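 note: potency is the fitted concentration of half-maximal effect; plate controls were peptide without protein for full effect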
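Compounds were incubated for 12 min at room temperature with a complex of 100 nM fluorescein-tagged pBACH1 decapeptide and 250 nM His-tagged BRCT protein. Buffer was phosphate pH 7.3 with EDTA, DTT and Tween 20. Disruption of binding lowers the polarization signal.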
* marks the source's active call; other numbers are inactive results; i = inactive; ? = inconclusive; / = not tested or not shown; [ ] = remark or other dose. Unless noted, calls come from the whole dose curve; as a rule, active = well fitted curve in the direction sought with a large enough effect; inconclusive = small, poorly fitted or top-dose-only effect, or another doubt; inactive = no such curve, though single readings can be large; an effect the other way counts as inactive or inconclusive.

Abbreviations: A = Rhodamine autofl; B = Casp7 inh; C = ALOX15 inhib; D = Caspase-1 inhib; E = BRCT inh red; F = BRCT inh green
Molecule: CCc1nc(N2CCNCC2)c(C#N)c2c1CSC(C)(C)C2
  A: i | B: / | C: / | D: / | E: / | F: /
Molecule: CN1C(=O)CN=C(c2ccc(Cl)cc2)c2cc(Cl)ccc21
  A: i | B: / | C: / | D: / | E: / | F: /
Molecule: CC(=O)OC1(Cc2ccccc2)CN2CCC1c1ccccc12 (centres undefined)
  A: i | B: / | C: / | D: / | E: / | F: /
Molecule: CCN(CC)CCN=C(C)c1c(O)n(-c2ccccc2OC)c(=O)[nH]c1=O
  A: i | B: / | C: / | D: / | E: / | F: /
Molecule: CCOC(=O)c1cc(C)n(CCc2cnc[nH]2)c1C
  A: i | B: / | C: / | D: / | E: / | F: /
Molecule: Cn1c(O)c(C(=O)c2ccccc2Cl)c(=O)n(C)c1=O
  A: i | B: / | C: / | D: / | E: / | F: /
Molecule: CC(=O)[C@@]1(O)CC[C@H]2[C@@H]3CC=C4C[C@@H](O)CC[C@]4(C)[C@H]3CC[C@@]21C
  A: i | B: / | C: / | D: / | E: / | F: /
Molecule: O=c1[nH]c2ccccc2c(=O)n1-c1cccc(Cl)c1
  A: i | B: / | C: / | D: / | E: / | F: /
Molecule: COc1ccc(C(=O)CN2CCOCC2)cc1F
  A: i | B: / | C: / | D: / | E: / | F: /
Molecule: CC1(C)NCCN2C(=O)CSC21 (centres undefined)
  A: i | B: / | C: / | D: / | E: / | F: /
Molecule: COc1ccc(C(=O)CC2C(=O)N(C)C(=O)N(C)C2=O)cc1
  A: i | B: / | C: / | D: / | E: / | F: /
Molecule: CCCCOCCCn1c(N)c(C(=O)OC(C)COC)c2nc3ccccc3nc21 (centres undefined)
  A: i | B: / | C: / | D: / | E: / | F: /
Molecule: Nc1c(C(=O)NCc2ccco2)c2nc3ccccc3nc2n1Cc1ccc(F)cc1
  A: i | B: / | C: / | D: / | E: / | F: /
Molecule: C[N+]1(C)CCc2cc3c(cc2[C@H]1[C@@H]1OC(=O)c2c1ccc1c2OCO1)OCO3
  A: i | B: / | C: / | D: / | E: / | F: /
Molecule: CCC(=NCCOc1ccc(Cl)cc1)c1c(O)n(C)c(=O)n(C)c1=O
  A: i | B: / | C: / | D: / | E: / | F: /

Structures from the list above that have a Cl atom:
Abbreviations: A = Rhodamine autofl; B = Casp7 inh; C = ALOX15 inhib; D = Caspase-1 inhib; E = BRCT inh red; F = BRCT inh green
Molecule: CN1C(=O)CN=C(c2ccc(Cl)cc2)c2cc(Cl)ccc21
  A: i | B: / | C: / | D: / | E: / | F: /
Molecule: Cn1c(O)c(C(=O)c2ccccc2Cl)c(=O)n(C)c1=O
  A: i | B: / | C: / | D: / | E: / | F: /
Molecule: O=c1[nH]c2ccccc2c(=O)n1-c1cccc(Cl)c1
  A: i | B: / | C: / | D: / | E: / | F: /
Molecule: CCC(=NCCOc1ccc(Cl)cc1)c1c(O)n(C)c(=O)n(C)c1=O
  A: i | B: / | C: / | D: / | E: / | F: /

Additional structures:
Abbreviations: A = Rhodamine autofl; B = Casp7 inh; C = ALOX15 inhib; D = Caspase-1 inhib; E = BRCT inh red; F = BRCT inh green
Molecule: O=C(c1ccco1)C12CN3CN(CN(C3)C1)C2
  A: i | B: / | C: / | D: / | E: / | F: /
Molecule: COCCOC(=O)C1=C(N)Oc2c(c(=O)oc3ccccc23)[C@@]12C(=O)Nc1ccccc12
  A: i | B: / | C: / | D: / | E: / | F: /
Molecule: CC(=NCCO)c1c(O)n(C)c(=O)n(C)c1=O
  A: i | B: / | C: / | D: / | E: / | F: /
Molecule: CC(=O)OC1(c2ccc(C)cc2)CN2CCC1c1ccccc12 (centres undefined)
  A: i | B: / | C: / | D: / | E: / | F: /
Molecule: CC(C)Cc1[nH]c(=O)c(C#N)c2c1CCC2
  A: i | B: / | C: / | D: / | E: / | F: /
Molecule: CC1(c2ccccc2)NCCN2C(=O)CSC21 (centres undefined)
  A: i | B: / | C: / | D: / | E: / | F: /
Molecule: CC(C)OC(=O)c1c(N)n(Cc2ccco2)c2nc3ccccc3nc12
  A: i | B: / | C: / | D: / | E: / | F: /
Molecule: Cn1c(O)c(C=NC2CCN(Cc3ccccc3)CC2)c(=O)n(C)c1=O
  A: i | B: / | C: / | D: / | E: / | F: /
Molecule: C[C@@H](CO)NC(=O)[C@@H]1C=C2c3cccc4[nH]cc(c34)C[C@H]2N(C)C1
  A: / | B: ? | C: -5%[25.6 µM] | D: / | E: -3.3% | F: -8.2%
Molecule: COC(=O)[C@@H]1C[C@@]2(O)[C@H](O)[C@H](O)[C@H](O)C[C@H]2N1Cc1cccnc1
  A: / | B: -1% | C: / | D: -8% | E: 1.6% | F: -1.0%
Molecule: CCCN1[C@H](C(=O)OC)C[C@@H]2CC[C@@H](O)C[C@@H]21
  A: / | B: -5% | C: / | D: -4% | E: -1.0% | F: 1.1%
Molecule: COC(=O)[C@@H]1C[C@H]2CC[C@H](O)C[C@H]2N1CC1CC1
  A: / | B: -2% | C: / | D: 0% | E: 0.1% | F: -0.3%

Not a retest: entries from further up.
Abbreviations: A = Rhodamine autofl; B = Casp7 inh; C = ALOX15 inhib; D = Caspase-1 inhib; E = BRCT inh red; F = BRCT inh green
Molecule: CC(=O)OC1(c2ccc(C)cc2)CN2CCC1c1ccccc12 (centres undefined)
  A: i | B: / | C: / | D: / | E: / | F: /
Molecule: CC(C)Cc1[nH]c(=O)c(C#N)c2c1CCC2
  A: i | B: / | C: / | D: / | E: / | F: /
Molecule: CC1(c2ccccc2)NCCN2C(=O)CSC21 (centres undefined)
  A: i | B: / | C: / | D: / | E: / | F: /
Molecule: CC(C)OC(=O)c1c(N)n(Cc2ccco2)c2nc3ccccc3nc12
  A: i | B: / | C: / | D: / | E: / | F: /
Molecule: Cn1c(O)c(C=NC2CCN(Cc3ccccc3)CC2)c(=O)n(C)c1=O
  A: i | B: / | C: / | D: / | E: / | F: /

These rows are one share of the data, so the mix of outcomes need not match the whole.
